BCR signal inh = qHTS Assay to Find Inhibitors of Chronic Active B-Cell Receptor Signaling; ABC-DLBCL IkBa-CBG/CBR reporter, luminescence ratio, 4 h; Potency, µM (highest dose often 46.1 µM), without a hit: at the top dose ratio change, negative = lower green/red ratio, most hits filed as inhibitors; hit rate 0.05% among 340,000; AID 493014, 2011; active = well fitted inhibition curve with a large enough effect in the signal ratio, with a control signal flat, not every such curve was filed as active; inconclusive = small, poorly fitted or top-dose-only effect, or effect the other way, or a change in a side signal; the % refers to the signal ratio;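 note: potency is the fitted concentration of half-maximal effect; plate controls were basal doxycycline-induced cells for no effect and cells given 10 µM MG132 for full effect; MG132 reads +100%, hits lower the ratio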
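Concentration-response series (up to 46 uM) were applied to TMD8 dual-reporter cells for 4 h at 37C with doxycycline. Green/red ratio, after filter-overlap correction, defined %Activity; red signal alone was normalised to basal cells and zero luminescence.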
B2AR arrestin = qHTS assay of beta-arrestin-biased ligands of beta2-adrenergic receptor; beta-arrestin recruitment to beta2AR, cell-based reporter; Potency, µM (doses to about 46.1 µM), inactives show top-dose activation, most hits filed as activators; hit rate 0.02% among 330,000; AID 492947, 2010;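 note: potency is the fitted concentration of half-maximal effect; 0% = DMSO controls and full agonism = EC100 isoproterenol or metaproterenol; nearly all actives have a fitted effect of over 65% in size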
Giardia killer = Small Molecules that selectively kill Giardia lamblia: qHTS; Giardia lamblia trophozoite viability; hit rate 0.15% among 340,000; AID 540267, 2011; activity change, % at 7.66 µM, hits read low; in the data active = activity change below about -80%; inconclusive = between about -30% and that limit;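 note: parasites exposed to compound for two days anaerobically before the ATP read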
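Compounds were tested on trophozoites seeded at 100 cells/well and held 48 hrs at 37 deg C anaerobically. An ATP-based luminescent kit measured the remaining live cells.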
USP2a block = qHTS Assay for Inhibitors of Ubiquitin-specific Protease USP2a Using CHOP2 as the Reporter. Ubiquitin carboxyl-terminal hydrolase 2 (Homo sapiens), O75604. USP2 core, Ub-CHOP2 coupled fluorogenic reporter, 485/531. Potency, µM (doses to about 38.3 µM), without a hit: at the top dose activity change, negative = inhibition, usual class: inhibitors. hit rate 0.01% among 330,000;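 note: potency is the fitted concentration of half-maximal effect; plate controls were DMSO wells for no effect and full inhibition by NEM control for full effect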
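USP2 core (10nM final) preincubated 30min RT with compound in 20mM Tris-HCl pH 8.0, 2mM CaCl2, 2mM beta-mercaptoethanol, 0.05% CHAPS; 25nM Ub-CHOP2 plus 25nM reporter substrate added, fluorescence (Ex485/Em531) read after 60min.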
KCNH2 3.1 block = qHTS for Inhibitors of KCHN2 3.1: Mutant qHTS; AID 720553, 2013; hit rate 0.95% among 340,000; Potassium voltage-gated channel subfamily H member 2, brain isoform KCNH2 3.1 (human); U2OS KCNH2 3.1, thallium flux FluxOr; active compounds read low; activity change, % (tested at about 1.8 µM);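 active = maximum activity change below -70%; inconclusive = maximum activity change from -70% to -50%; inactive = maximum activity change above -50%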;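 note: thallium influx rate constant from kinetic fluorescence after stimulation buffer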
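Steps: virus added to U2OS suspension (4 h, RT, dark); medium with 10% FBS added, cells plated, 37 C overnight; FluxOr/Red40 loading buffer 45 min RT; stimulation buffer, 2 min kinetic read; rate constant normalized.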
Eya2 inh = qHTS Assay for Inhibitors of the Phosphatase Activity of Eya2; Potency, µM (series often up to 76.9 µM), inactives show top-dose activity, negative = inhibition, actives largely listed as inhibitors; AID 488837, 2010; Protein phosphatase EYA2 (Homo sapiens), O00167; recombinant Eya2, OMFP fluorescence dephosphorylation (OMFP is methylfluorescein phosphate); hit rate 0.006% among 330,000; note: potency is the fitted concentration of half-maximal effect
Target sequence (O00167 whole entry, looked up): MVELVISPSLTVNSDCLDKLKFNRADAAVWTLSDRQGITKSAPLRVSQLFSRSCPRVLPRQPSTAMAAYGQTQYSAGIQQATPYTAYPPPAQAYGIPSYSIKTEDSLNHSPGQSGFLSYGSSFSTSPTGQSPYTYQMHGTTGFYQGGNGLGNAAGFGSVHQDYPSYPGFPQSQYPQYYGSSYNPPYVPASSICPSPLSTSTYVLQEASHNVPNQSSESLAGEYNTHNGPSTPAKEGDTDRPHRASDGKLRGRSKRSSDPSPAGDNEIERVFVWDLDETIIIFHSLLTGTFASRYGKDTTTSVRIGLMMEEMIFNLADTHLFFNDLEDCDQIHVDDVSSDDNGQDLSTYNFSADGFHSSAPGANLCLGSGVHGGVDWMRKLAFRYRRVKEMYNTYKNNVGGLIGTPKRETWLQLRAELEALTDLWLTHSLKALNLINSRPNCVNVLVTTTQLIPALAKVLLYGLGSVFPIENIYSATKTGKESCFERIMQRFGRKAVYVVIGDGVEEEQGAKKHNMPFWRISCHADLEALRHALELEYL
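Eya2 protein (added as 0.2 uM solution) was preincubated with compound for 10 min at ambient temperature in 50 mM HEPES pH 7.5, 50 mM NaCl, 5 uM MgCl2, 0.05% BSA, 1 mM DTT. OMFP (added at 50 uM) then reacted 10 min; fluorescence read at 485/525 nm.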
FBPA coupling cs = qHTS Assay for Inhibitors of Fructose-1,6-bisphosphate Aldolase from Giardia Lamblia: Coupling assay counterscreen; hit rate 0.67% among 290,000; AID 2472, 2010; coupling enzyme system counterscreen, AmpLite Red fluorescence; activity change, negative = inhibition, % at 58.2 µM, hits read low; in the data active = activity change below about -30%
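Final compound at 57.5 uM, incubated 10 min at RT with coupling enzyme reagent (glyceraldehyde-3-phosphate), then 20 min with substrate and AmpLite Red detection. Fluorescence read at 525/598 nm; tests interference with the coupling assay, not aldolase inhibition.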
uPA generation = qHTS for Inhibitors of Cell Surface uPA Generation; cell surface uPA generation assay, qHTS; Potency, µM (highest dose often 38.3 µM), inactives show at the highest dose activity change, negative = inhibition, most hits filed as inhibitors; hit rate 0.31% among 330,000; active = well fitted inhibition curve with a large enough effect; inconclusive = small, poorly fitted or top-dose-only effect; inactive = no such curve, though single readings can be large or run the other way; tested in mouse RAW 264.7 cells; note: potency is the fitted concentration of half-maximal effect; nearly all actives have a fitted effect of over 55% in size
PKM2 act = qHTS Assay for Activators of Human Muscle isoform 2 Pyruvate Kinase | Pyruvate kinase PKM (Homo sapiens), P14618 | purified PKM2, Kinase-Glo ATP luminescence, activation; response scale: 0% is enzyme alone, no compound | Potency, µM (titrated, usually from 57.5 µM), for the others: at the top dose activation, most hits filed as activators | hit rate 0.34% among 260,000 | AID 1631, 2009; note: potency is the fitted concentration of half-maximal effect; nearly all actives have a fitted effect of over 55% in size
Target sequence (P14618 whole entry, looked up, canonical isoform): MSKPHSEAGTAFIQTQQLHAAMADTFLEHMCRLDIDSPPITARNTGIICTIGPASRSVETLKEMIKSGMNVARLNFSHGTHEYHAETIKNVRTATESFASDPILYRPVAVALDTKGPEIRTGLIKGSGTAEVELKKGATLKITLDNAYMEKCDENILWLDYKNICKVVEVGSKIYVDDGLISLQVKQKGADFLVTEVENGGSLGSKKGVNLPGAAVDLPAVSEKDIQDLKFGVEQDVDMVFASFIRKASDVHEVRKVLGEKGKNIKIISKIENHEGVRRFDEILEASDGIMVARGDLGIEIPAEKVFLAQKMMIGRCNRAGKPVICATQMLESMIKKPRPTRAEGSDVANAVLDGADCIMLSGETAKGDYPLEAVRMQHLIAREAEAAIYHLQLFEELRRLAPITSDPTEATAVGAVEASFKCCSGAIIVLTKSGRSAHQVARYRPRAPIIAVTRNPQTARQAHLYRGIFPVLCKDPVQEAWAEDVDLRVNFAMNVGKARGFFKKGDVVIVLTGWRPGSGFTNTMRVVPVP
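hPK-M2, >95% pure; 0.1 mM ADP / 0.5 mM PEP final; imidazole pH7.2 buffer w/ 7 mM MgCl2, 50 mM KCl; 1 h RT; Kinase-Glo lum. Intermediate enzyme activity for dual inhibitor/activator qHTS.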
GALK inhibitor = qHTS Assay for Inhibitors of Human Galactokinase (GALK) | Potency, µM (titrated, usually from 57.5 µM), for inactives: top-dose activity change, negative = inhibition, hits mostly inhibitors | Purified GALK, Kinase-Glo residual ATP luminescence | hit rate 0.007% among 270,000; note: potency is the fitted concentration of half-maximal effect
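Quantitative HTS: GALK 5 nM, ATP 35 uM, galactose 100 uM, 1 h room temperature, then luciferase-based ATP detection.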
KCNH2 WT inh = qHTS for Inhibitors of KCHN2 3.1: Wildtype qHTS. U2OS, BacMam KCNH2, thallium flux FluxOr; active compounds read low. activity change, % at 1.84 µM. hit rate 0.37% among 340,000. AID 720551, 2013. Voltage-gated inwardly rectifying potassium channel KCNH2 (Homo sapiens), Q12809;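 active = maximum activity change below -70%; inconclusive = maximum activity change between -70% and -50%; inactive = maximum activity change above -50%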
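U2OS cells transduced with wild-type KCNH2 virus are loaded with FluxOr dye for 45 min, and thallium flux is measured in kinetic reads before and after stimulation buffer. Rate constants are normalized to DMSO controls.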
Numbers without * were called inactive. Unless noted, calls come from the whole dose curve; as a rule, active = well fitted curve in the direction sought with a large enough effect; inconclusive = small, poorly fitted or top-dose-only effect, or another doubt; inactive = no such curve, though single readings can be large; an effect the other way counts as inactive or inconclusive. Unless noted, % is set by controls: 0 for no effect and ±100 for the full control effect.

`O=C(NCCc1ccccc1)C(=S)N1CCCCC1` gave BCR signal inh inconclusive, B2AR arrestin -0.3%, Giardia killer 7.1, USP2a block -16.0%, KCNH2 3.1 block 0.0, Eya2 inh 2.0%, FBPA coupling cs 0.7, uPA generation 3.7%, PKM2 act 0.6%, GALK inhibitor 6.1% and KCNH2 WT inh 9.4.
Screening Cc1ccc(NC(=O)CS(=O)CC(=O)NC23CC4CC(CC(C4)C2)C3)cc1 (configuration not stated) returned BCR signal inh 3.5%, B2AR arrestin -0.2%, Giardia killer 8.8, USP2a block -0.8%, KCNH2 3.1 block 2.7, Eya2 inh -3.8%, FBPA coupling cs 2.3, uPA generation -1.0%, PKM2 act -1.7%, GALK inhibitor -2.4% and KCNH2 WT inh 2.0.
CCn1ncc(Br)c1C(=O)Nc1cccc(C(C)=O)c1 was read as BCR signal inh -7.7%, B2AR arrestin -0.2%, Giardia killer -27.4, USP2a block 2.9%, KCNH2 3.1 block 15.0, Eya2 inh -27.5%, FBPA coupling cs -2.7, uPA generation -15.8%, GALK inhibitor 0.1% and KCNH2 WT inh 13.9.
Cc1ccc(-c2csc(NC(=O)C3CSC4(C)CCC(=O)N34)n2)cc1 (configuration not stated) was read as BCR signal inh 16.1%, B2AR arrestin -0.1%, Giardia killer 15.4, USP2a block 0.2%, KCNH2 3.1 block 8.8, Eya2 inh -0.3%, uPA generation 4.9% and KCNH2 WT inh -1.1.
Screening Cc1cc(C(=O)COC(=O)c2ccc(O)cc2O)c(C)n1C(C)C returned BCR signal inh inconclusive, B2AR arrestin 4.2%, Giardia killer 3.9, USP2a block -8.3%, KCNH2 3.1 block 0.0, Eya2 inh inconclusive, uPA generation -18.4% and KCNH2 WT inh -7.4.
Screening CCOC(=O)CSc1nnc(-c2ccccc2)o1 returned BCR signal inh inconclusive, B2AR arrestin 0.0%, Giardia killer -24.8, USP2a block 0.7%, KCNH2 3.1 block 16.7, Eya2 inh -11.7%, FBPA coupling cs 1.5, uPA generation 3.6%, PKM2 act 5.8%, GALK inhibitor 0.0% and KCNH2 WT inh 34.9.
For CC(C(=O)O)n1nc2ccccc2n1 (configuration not stated) the results were BCR signal inh -3.8%, B2AR arrestin -0.1%, Giardia killer 11.4, USP2a block -2.6%, KCNH2 3.1 block -12.0, Eya2 inh 5.3%, FBPA coupling cs 0.4, uPA generation 3.5%, PKM2 act 1.6%, GALK inhibitor -0.8% and KCNH2 WT inh -3.3.
`COc1ccc(NC(=O)Cc2ccc(Cl)cc2Cl)cn1` gave BCR signal inh -0.6%, B2AR arrestin 0.1%, Giardia killer -3.9, USP2a block -0.1%, KCNH2 3.1 block 0.2, Eya2 inh 2.4%, FBPA coupling cs -1.1, uPA generation 3.9%, PKM2 act -4.6%, GALK inhibitor -3.0% and KCNH2 WT inh -7.9.
CCCCN1C(=O)C(=O)N(CC(=O)Nc2ccc(OC(F)(F)F)cc2)C1=O was read as BCR signal inh 1.5%, B2AR arrestin -0.2%, Giardia killer -8.4, USP2a block 1.5%, KCNH2 3.1 block 16.1, Eya2 inh -10.7%, uPA generation -1.6% and KCNH2 WT inh 10.5.
`O=C(c1cc(Br)c(Br)s1)N1CCN(c2ccccn2)CC1` gave BCR signal inh -0.9%, B2AR arrestin 0.1%, Giardia killer 6.5, USP2a block 2.7%, KCNH2 3.1 block -0.9, Eya2 inh 8.6%, uPA generation 3.4%, PKM2 act 6.1%, GALK inhibitor -7.2% and KCNH2 WT inh 0.0.
Screening CN1CCN(C(=O)c2cc3sccc3n2CC(=O)c2ccccc2)CC1 returned BCR signal inh 2.4%, B2AR arrestin -0.6%, Giardia killer 7.5, USP2a block 1.5%, KCNH2 3.1 block -9.0, Eya2 inh -1.3%, FBPA coupling cs 0.5, PKM2 act -3.5%, GALK inhibitor 2.7% and KCNH2 WT inh -1.8.
Screening CCn1c(CSc2nc3ccccc3[nH]2)nc2cc(C(=O)O)ccc21 returned BCR signal inh -1.7%, B2AR arrestin -0.3%, Giardia killer -3.1, USP2a block 3.4%, KCNH2 3.1 block -6.7, Eya2 inh -1.2%, FBPA coupling cs -0.2, uPA generation 1.2%, PKM2 act -1.6%, GALK inhibitor -4.6% and KCNH2 WT inh -2.8.
CN(C(=O)C1CCN(S(=O)(=O)c2cccs2)CC1)C1CCCCC1 was read as BCR signal inh -6.2%, B2AR arrestin 0.5%, Giardia killer 3.2, USP2a block 5.7%, KCNH2 3.1 block -8.4, Eya2 inh 1.0%, FBPA coupling cs 1.4, uPA generation 0.8%, PKM2 act 0.1%, GALK inhibitor 4.5% and KCNH2 WT inh -7.6.
For CCOC(=O)N1CCN(C(=O)COC(=O)c2cccc(C)c2[N+](=O)[O-])CC1 the results were BCR signal inh -8.9%, B2AR arrestin -0.1%, Giardia killer -9.7, USP2a block 2.4%, KCNH2 3.1 block 16.6, Eya2 inh -29.6%, uPA generation 1.4% and KCNH2 WT inh 1.0.
`Nc1nc(SCC(=O)N2N=C3/C(=C/c4ccco4)CCCC3C2c2ccco2)n[nH]1` (configuration not stated) gave BCR signal inh 29.3%, B2AR arrestin 0.0%, Giardia killer 27.6, USP2a block 0.7%, KCNH2 3.1 block 3.5, Eya2 inh 10.3%, FBPA coupling cs -2.1, uPA generation -10.8%, PKM2 act 15.9%, GALK inhibitor -2.5% and KCNH2 WT inh -0.3.
O=C(CN1CCN(c2ccccc2F)CC1)NC(=O)NCc1ccco1 was read as BCR signal inh 20.8%, B2AR arrestin -0.4%, Giardia killer -17.4, USP2a block -5.3%, KCNH2 3.1 block -2.4, Eya2 inh -22.9%, FBPA coupling cs 0.7, uPA generation 21.2%, PKM2 act 10.6%, GALK inhibitor 5.0% and KCNH2 WT inh 8.4.
For CC(C)Cc1[nH]c(=O)c(C#N)c2c1COC(C)(C)C2 the results were BCR signal inh -4.1%, B2AR arrestin 0.0%, Giardia killer -20.5, USP2a block -0.2%, KCNH2 3.1 block 5.7, Eya2 inh 7.9%, FBPA coupling cs 1.0, uPA generation -11.8%, PKM2 act 2.7%, GALK inhibitor 1.3% and KCNH2 WT inh -1.0.
For O=C(NCCCN1CCCCC1)c1ccc2c(c1)NC(=O)c1ccccc1S2 the results were BCR signal inh 6.5%, B2AR arrestin 0.2%, Giardia killer -16.0, USP2a block 5.5%, KCNH2 3.1 block -0.8, Eya2 inh 2.5%, FBPA coupling cs 4.0, uPA generation 9.5%, PKM2 act -1.5%, GALK inhibitor -1.7% and KCNH2 WT inh -7.4.
`CCn1c(Oc2ccccc2)nc2c1c(=O)n(C)c(=O)n2C` gave BCR signal inh 5.3%, B2AR arrestin -0.1%, Giardia killer -3.8, USP2a block 0.4%, KCNH2 3.1 block 19.0, Eya2 inh -14.8%, FBPA coupling cs -1.0, uPA generation -1.2%, PKM2 act -0.9%, GALK inhibitor 5.3% and KCNH2 WT inh 0.7.
For Cc1ccc(C(=O)N2CCCC(N3CCN(c4ccccc4C)CC3)C2)c(=O)[nH]1 (configuration not stated) the results were BCR signal inh -2.1%, B2AR arrestin 0.9%, Giardia killer 8.9, USP2a block 2.6%, KCNH2 3.1 block 1.5, Eya2 inh inconclusive, FBPA coupling cs 3.5, uPA generation -4.1%, PKM2 act -10.7%, GALK inhibitor 8.3% and KCNH2 WT inh -0.3.
For CC(=O)Nc1ccc(SCC(=O)Nc2cc(C(C)(C)C)nn2-c2ccccc2)cc1 the results were BCR signal inh 1.1%, B2AR arrestin 0.1%, Giardia killer 2.2, USP2a block 0.2%, KCNH2 3.1 block -26.4, Eya2 inh 8.6%, FBPA coupling cs 2.0, uPA generation -16.0%, PKM2 act 2.3%, GALK inhibitor 0.7% and KCNH2 WT inh 18.4.
Screening CCN(CC)CCN(C(=O)CCS(=O)(=O)c1ccccc1)c1nc2cc3c(cc2s1)OCO3 returned BCR signal inh 1.1%, B2AR arrestin -0.3%, Giardia killer 2.2, USP2a block -2.1%, KCNH2 3.1 block 7.0, Eya2 inh -11.1%, FBPA coupling cs -3.8, uPA generation -0.3%, PKM2 act -1.4%, GALK inhibitor -1.5% and KCNH2 WT inh 9.5.

Bioassay records: PubChem, National Center for Advancing Translational Sciences (NCATS)
